GPR151 ag = activators of human GPR151, primary screen, cell-based, PathHunter beta-arrestin, luminescence | PathHunter beta-arrestin GPR151 cells | activation, % at 11.2 µM | 650,000 tested, 1% active; in the data active means activation above about 4.9%;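 further: 0% = median of compound wells and 100% = cells with positive control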
Target sequence (Q8TDV0 whole entry, looked up): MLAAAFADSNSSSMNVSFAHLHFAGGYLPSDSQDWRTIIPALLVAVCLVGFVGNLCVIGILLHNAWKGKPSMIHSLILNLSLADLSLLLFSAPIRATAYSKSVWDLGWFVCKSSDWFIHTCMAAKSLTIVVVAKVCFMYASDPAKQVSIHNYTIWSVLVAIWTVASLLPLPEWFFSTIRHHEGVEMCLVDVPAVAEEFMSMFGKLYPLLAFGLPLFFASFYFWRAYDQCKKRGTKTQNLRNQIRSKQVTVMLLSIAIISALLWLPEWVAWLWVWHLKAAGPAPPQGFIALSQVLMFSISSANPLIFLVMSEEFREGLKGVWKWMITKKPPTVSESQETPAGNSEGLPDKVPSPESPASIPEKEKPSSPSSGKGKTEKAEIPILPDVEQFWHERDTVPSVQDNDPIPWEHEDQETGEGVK
TEAD-YAP block = TEAD-YAP interaction inhibition, primary screen, TEAD-YAP interaction inhibitor project, luminescence, HEK-TIYL cells; TEAD-Gal4/YAP UAS-luciferase luminescence; inhibition, % at 9.12 µM; 640,000 tested, 1.4% active; AID 1259422, 2018; in the data active means inhibition above about 32%;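 further: 0% = median of test compound wells and 100% = reference inhibitor wells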
MITF primary = MITF inhibitors, primary screen, biochemical, AlphaScreen, human; inhibition, % at 2.6 µM; 650,000 tested, 0.91% active; Microphthalmia-associated transcription factor (Homo sapiens), O75030; AlphaScreen MITF homodimerization, bead proximity signal; in the data active means inhibition above about 50%;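 further: 0% = vehicle wells with protein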
Target sequence (O75030 whole entry, looked up): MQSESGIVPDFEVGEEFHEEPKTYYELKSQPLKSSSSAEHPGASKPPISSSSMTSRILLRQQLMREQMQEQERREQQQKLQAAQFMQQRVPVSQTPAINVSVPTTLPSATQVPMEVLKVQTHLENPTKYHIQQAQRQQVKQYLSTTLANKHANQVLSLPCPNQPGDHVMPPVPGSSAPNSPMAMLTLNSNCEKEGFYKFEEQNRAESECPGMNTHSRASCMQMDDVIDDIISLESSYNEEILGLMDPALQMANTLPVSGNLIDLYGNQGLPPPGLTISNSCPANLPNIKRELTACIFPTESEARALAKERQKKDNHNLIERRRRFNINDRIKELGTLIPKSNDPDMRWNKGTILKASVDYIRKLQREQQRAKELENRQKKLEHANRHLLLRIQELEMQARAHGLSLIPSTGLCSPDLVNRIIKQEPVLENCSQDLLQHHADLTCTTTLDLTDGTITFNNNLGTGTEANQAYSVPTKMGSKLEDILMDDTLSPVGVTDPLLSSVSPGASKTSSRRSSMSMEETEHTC
FBW7 act = FBW7 E3 ligase activators, primary screen, biochemical, AlphaScreen, human; 650,000 tested, 0.13% active; AlphaScreen FBW7–phospho-cyclin E peptide binding, activator screen; normalized activity (activation), % at 26.1 µM; AID 1259310, 2017; in the data active means normalized activity above about 1.9%;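 further: purified mutant Fbw7 with reduced substrate affinity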
* marks the source's active call; other numbers are inactive results; x = not tested or not shown; & = joins results of further samples.

Structure	GPR151 ag	TEAD-YAP block	MITF primary	FBW7 act
COc1ccc(C2CC(C(F)(F)F)n3ncc(C(=O)Nc4cccc(C(F)(F)F)c4)c3N2)cc1OC (centres undefined)	-0.8	-3.4	6.7	0.2
Cc1ccc(-n2nc3ccc(NC(=O)Cc4ccc(Cl)cc4)cc3n2)cc1	-0.3	-4.2	4.2	0.2
O=C1CC(NCc2ccco2)C(=O)N1CCc1ccccc1 (centres undefined)	0.6	2.5	15.2	-0.1
O=C(Nn1cnnc1)c1cc(-c2cccnc2)nc2ccc(Br)cc12	-0.3	19.6	2.4	-0.2
Cc1cc(NC(=O)CN2CCOCC2)c2ccccc2n1	1.3	-3.4	-4.9	0.0
Cc1ccc(/C=C2/N=C(c3ccccc3C)OC2=O)cc1	2.2	8.5	3.7	0.0
CCN1CCc2c(sc(N)c2C(=O)OC)C1	-0.3	9.8	8.9	0.1
COc1ccc(Cl)cc1NC(=O)c1sc2ncn(CC(=O)N3CC(C)CC(C)C3)c(=O)c2c1C (centres undefined)	-0.5	-2.8	-10.5	0.0
O=C(O)c1ccc(NC(CSCc2ccccc2Cl)C(=O)O)c([N+](=O)[O-])c1 (centres undefined)	-2.9	-5.5	12.0	-0.1
CC(=O)C1=C(O)C(=O)N(c2cccnc2)C1c1cccc(F)c1 (centres undefined)	-0.9	-1.2	11.2	-0.1
CNc1cc(N2CCN(S(=O)(=O)c3ccc(C)cc3)CC2)ccc1[N+](=O)[O-]	0.7	9.8	5.5	0.1
CN(C)S(=O)(=O)c1ccc(N2CCCC2=O)c([N+](=O)[O-])c1	-0.6	0.7	0.5	-0.2
O=C(NCCO)c1cc2cc(Cl)cc(Cl)c2oc1=O	1.3	1.3	6.7	0.1
Cc1ccc(-c2csc3nnc(SCC(=O)NCc4cccnc4)n23)cc1C	-0.6	1.0	8.1	0.2
CC(C)Oc1ccc(C(=O)Nc2nccs2)cc1	-4.8	51.9*	12.9	0.1
O=C(Cc1ccccc1)Nc1ccc(NC(=O)c2ccccc2)nc1	-0.6	-34.1	-2.4	-0.1
Cc1nc(-c2ccccc2O)n(CCN2CCOCC2)n1	0.7	7.6	14.0	0.0
Cc1ccc(CC/C=N/NC(N)=S)o1	-0.2	20.1	6.3	-0.3
COc1ccccc1NC(=O)C1CCN(C(=O)Nc2ccc(Cl)cc2)CC1	-0.5	-5.5	-11.4	0.0
COc1cccc2cc(-c3nc(-c4ccccc4)no3)c(=O)oc12	-1.4	20.0	6.8	0.0

A different layout for some results above:
CC(=O)C1=C(O)C(=O)N(c2cccnc2)C1c1cccc(F)c1 (centres undefined)
  GPR151 ag: -0.9
  TEAD-YAP block: -1.2
  MITF primary: 11.2
  FBW7 act: -0.1
CNc1cc(N2CCN(S(=O)(=O)c3ccc(C)cc3)CC2)ccc1[N+](=O)[O-]
  GPR151 ag: 0.7
  TEAD-YAP block: 9.8
  MITF primary: 5.5
  FBW7 act: 0.1
CN(C)S(=O)(=O)c1ccc(N2CCCC2=O)c([N+](=O)[O-])c1
  GPR151 ag: -0.6
  TEAD-YAP block: 0.7
  MITF primary: 0.5
  FBW7 act: -0.2
O=C(NCCO)c1cc2cc(Cl)cc(Cl)c2oc1=O
  GPR151 ag: 1.3
  TEAD-YAP block: 1.3
  MITF primary: 6.7
  FBW7 act: 0.1

Going on with the list:
Structure	GPR151 ag	TEAD-YAP block	MITF primary	FBW7 act
COc1ccc(OC)c(C2=NS(=O)(=O)N(C)C(C(=O)Nc3cccc(O)c3)=C2)c1	1.8	15.0	6.2	0.0
Cc1cccc(N2C(=O)CNC2=S)c1C	-0.8	10.1	-6.9	0.1
O=C(Nc1cccc2ccccc12)c1ccc(NC(=O)c2ccccc2I)cc1	0.7	0.9	1.6	-0.2
O=C(COC(=O)c1ccccc1N1C(=O)C2CC=CCC2C1=O)c1ccccc1 (centres undefined)	-0.8	4.7	-4.0	0.0
COc1ccccc1CC(=O)c1ccc(O)c(CN2CCOCC2)c1O	-1.1	5.8	3.8	-0.3
CCn1c(SCC(=O)Nc2ncc(C)s2)nnc1-c1ccccc1C	0.3	19.1	3.9	0.3
COCCNC(=O)c1cc(-c2ccc3c(c2)OCO3)on1	-2.0	-24.8	10.8	0.0
FC(F)(F)c1ccc(Cn2cnc3c(NCc4cccnc4)nc(NCCN4CCOCC4)nc32)cc1	-2.6	-22.9	14.2	0.0
Cc1[nH]c2ccc(-c3nnc(SCC(=O)N(C(C)C)C(C)C)o3)cc2c1C	-1.2	35.9*	17.8	0.1
Cc1ccc(-n2ncc3c2ncn2nc(Cc4ccccc4)nc32)cc1	0.0	1.6	5.0	0.1
CC(C)N(C)C(=O)CCC1(Cc2ccc3ccccc3c2)CCC(=O)N1 (centres undefined)	0.1	-4.2	-2.7	0.2
O=C1CSC(=O)N1CC(O)Cn1c2ccccc2c2ccccc21 (centres undefined)	-0.8	0.0	16.2	0.0
C=CCn1c(SCc2csc(C)n2)nc2scc(-c3ccc(OC)cc3)c2c1=O	-1.9	-11.2	-4.0	0.0
Cn1c2ccccc2c2cnn(CC(=O)NCCCN3CCCCCC3)c(=O)c21	-0.5	-3.0	-14.5	-0.1
COc1ccc(C)cc1NS(=O)(=O)c1ccc2c(c1)n(C)c(=O)n2C	-0.5	6.2	7.0	0.1
COc1ccc(-c2noc(N3CCc4ccccc4C3)n2)cc1	3.5	-10.1	-2.5	0.0
CN(C)c1c(C(=O)Nc2ccc(Cl)cc2)cc([N+](=O)[O-])cc1[N+](=O)[O-]	3.4	5.4	-0.8	-0.4
O=C(Nc1ccc(C(F)(F)F)cc1)C1CCCN(S(=O)(=O)c2cnc[nH]2)C1 (centres undefined)	-1.2	2.9	-26.9	0.2
CCc1cc(=O)oc2cc(OC(C)=O)ccc12	0.7	-1.4	-12.9	0.0
CCN1CCN(CC(O)COc2ccc(C)c(C)c2)CC1 (centres undefined)	-0.8	8.5	20.2	0.1
O=C1/C(=C/c2cccc([N+](=O)[O-])c2)SC(=S)N1CC1CCCO1 (centres undefined)	0.0	-6.6	-2.4	0.2
CCOCC(=O)N(CC)c1ccccc1	1.0	13.9	-8.2	0.3
O=C1CC(N2CCN(c3ccc(Cl)cc3)CC2)C(=O)N1CCc1ccccc1 (centres undefined)	1.3	-7.6	53.1*	0.1
O=C(N/N=C/c1ccc(Cl)cc1)c1ccc([N+](=O)[O-])cc1	0.6	-6.7	6.1	0.2
Cc1cccc(NC(=O)/C=C/c2ccc([N+](=O)[O-])cc2)c1	-0.6	-13.1	7.9	-0.1
COc1ccc(NCC(=O)N/N=C/c2ccc(C)o2)cc1	0.8	12.0	4.0	-0.2
CN(C)c1cccc(C(=O)OCc2nnc(-c3ccccc3)o2)c1	6.6*	3.5	-2.3	0.0
CCCN(CCC)CCCNC(=O)C1CC(=O)N(C2CCCC2)C1 (centres undefined)	-0.6	4.7	4.0	0.0
COc1ccc(/C(O)=C2/C(=O)C(=O)N(Cc3ccncc3)C2c2ccccc2F)cc1 (centres undefined)	-0.8	-2.8	10.9	0.0
O=C(CC1Sc2ccccc2NC1=O)Nc1ccc(N2CCCCC2)cc1 (centres undefined)	0.5	-5.9	14.2	-0.1
O=C1CC(Nc2ccc(N3CCOCC3)cc2)C(=O)N1c1ccc2c(c1)OCO2 (centres undefined)	1.0	3.4	6.8	-0.1
Cc1ncc(CO)c(/C=N/NC(=S)Nc2ccc(F)cc2)c1O	-1.7	-1.6	85.3*	-0.8
Cc1ccccc1CN1CCc2nnc(CCNC(=O)C3CCC3)n2CC1	-0.4	0.9	16.5	0.3
COc1ccc(CCC(=O)Nc2cccc(F)c2)cc1	1.0	-18.4	5.2	0.0
Nc1c(C(=O)Nc2ccccc2)sc2nc3c(c(-c4ccccc4Cl)c12)CCC3	-0.2	-4.9	1.8	0.0
CCN1C(=O)c2cccc3c(S(=O)(=O)Nc4ccccc4Br)ccc1c23	-0.3	4.7	17.7	0.4
COc1ccc(-c2nn(C(C)=O)c(=S)n2C)cc1	0.4	-17.1	-12.9	-0.1
COC(=O)c1ccc(NC(=O)c2c(NCc3cccnc3)sc3c2CCCC3)cc1	-0.7	-2.5	3.7	0.1
COc1ccc(-n2nc(C(=O)NCC(=O)NCCC3=CCCCC3)c3ccccc3c2=O)cc1OC	1.4	16.0	19.6	0.1
Cc1noc(C)c1-c1nc(NCc2nc3ccccc3[nH]2)c2[nH]cnc2n1	-1.6	1.9	8.5	0.2
O=C1c2ccccc2C(Nc2ccc(Br)cn2)N1Cc1ccccc1 (centres undefined)	1.9	-13.3	-6.1	-0.3
Cc1ccc(-c2c3c(=O)n(C)c(=O)n(C)c3cn2-n2cnnc2)cc1	0.1	14.8	14.8	0.2
O=C1c2ccccc2CCC1C1(O)C(=O)Nc2ccc(Cl)cc21 (centres undefined)	-0.9	8.4	-20.9	-0.1
OCCC1CN(Cc2cccc3c2OCO3)CCN1Cc1ccccc1F (centres undefined)	-1.7	4.4	4.7	0.0
COC(=O)CC[C@H]1CN(Cc2ccc(OC)c(O)c2)CC[C@H]1N(C)C	1.1	-5.9	6.6	-0.1
Cc1ccc(S(=O)(=O)NN2C(=O)c3ccccc3NC2c2cccs2)cc1 (centres undefined)	-1.3	-4.7	-13.6	0.1
CCC1(CC)NC(=O)N(Cc2nnc(-c3ccccc3Br)o2)C1=O	-1.3	-10.5	-0.2	0.2
O=C(NCCC1CCCCN1S(=O)(=O)c1cccs1)C(=O)NC1CC1 (centres undefined)	1.4	5.0	-8.1	-0.2
COc1cccc(OC)c1C(=O)Nc1sc2c(c1C(N)=O)CCN(C(C)=O)C2	0.8	7.4	8.9	0.1
CC(=O)OCC(=O)NCCCOc1cccc(CN2CCCCC2)c1	1.0&-0.9&0.2	6.7&-4.3	-3.1&3.5&5.0	-0.2&0.1&0.1
COc1ccc(-c2[nH]ncc2Oc2ccccc2)c(O)c1	2.1	-5.4	-2.1	0.0
O=C1CCCc2oc3c(cc(NS(=O)(=O)c4ccc(Cl)cc4)c4ccccc43)c21	-0.1	-3.2	1.2	-0.1
O=C(O)CCC/C=C\C[C@H]1C(=O)C[C@@H](O)[C@@H]1/C=C/[C@@H](O)Cc1ccccc1	2.6	x	-0.1	x
O=C(CCSc1ccccc1)Nc1cccc(-c2nc3ccccc3[nH]2)c1	-3.1	-12.9	9.5	0.7
O=C(Cc1ccccc1)Nc1cccc(-n2ncc3ccc(-c4nn[nH]n4)cc32)c1	-0.1	-0.6	10.1	0.5
CCCC(=O)NCc1nc(N2CCN(c3ccccc3OC)CC2)c2ccccc2n1	0.8	4.7	10.3	0.0
COC(=O)c1ccc(C2Oc3c(OC)cccc3C3CC(c4cccnc4)=NN32)cc1 (centres undefined)	-1.6	-10.5	13.4	0.2
COc1ccccc1/C=C1\N=C(c2ccc([N+](=O)[O-])cc2Cl)OC1=O	1.0	9.6	16.4	0.1
O=S1(=O)CCN2C=Nc3sc4c(c3C2=N1)CCCC4	-0.3	11.1	6.2	-0.1
COc1ccc(NS(=O)(=O)c2ccc(NC(=O)c3ccc([N+](=O)[O-])cc3Cl)cc2)cc1	0.9	1.7	14.3	0.0

Next entries
Structure	GPR151 ag	TEAD-YAP block	MITF primary	FBW7 act
CCc1ccccc1OCC(=O)Nc1ccc(S(=O)(=O)Nc2nccs2)cc1	0.3	-5.0	-8.2	0.0
Cc1cc(NC(=O)CSc2cccc[n+]2[O-])ccc1Br	-0.1	10.0	2.3	-0.2
COCCn1c(=NC(=O)C2=COCCO2)sc2cc(C)ccc21	0.6	-37.8	4.6	0.0
Cc1cccc(C#Cc2ccccc2)n1	-5.2&-6.1	-39.5	14.3&21.0	0.2&0.2
Cc1ccc(OC(C)C(=O)NC23CC4CC(CC(C4)C2)C3)cc1 (centres undefined)	-0.3	10.3	-21.8	0.0
COc1ccccc1N1CCN(c2ncc(C(=O)Nc3c(F)cccc3F)c3ccccc23)CC1	-1.5	11.9	9.7	0.0
Cn1c(=O)[nH]c(=O)c2[nH]c(CN3CCN(c4ccccc4)CC3)nc21	-2.7	7.2	1.1	-0.4
O=C(Nc1ccc(Cl)cc1)Nc1ccc(S(=O)(=O)Nc2ncccn2)cc1	-0.9	-2.5	-23.3	2.5*
COC(=O)CNC(=O)c1ccc(OS(=O)(=O)c2cc([N+](=O)[O-])ccc2C)cc1	1.3	3.4	13.1	0.1
COc1ccc(-c2csc(N3CCOCC3)n2)cc1OC	1.2	-39.6	1.7	0.3
COc1ccc(C2(C(=O)Nc3ccc(C)cc3)CCOCC2)cc1	-1.1	0.2	13.2	0.1
CC(C)c1ccc(OCC(=O)N2CCCCC2)cc1	1.6	-79.0	-20.7	0.0
Cc1cccc(N2CCN(C(=O)CCCN3C(=S)NC(C)(C)CC3C)CC2)c1C (centres undefined)	0.0	4.9	-5.2	-0.1

Bioassay records (PubChem BioAssay)
